# Screening results from PubChem BioAssay.
# FEN1 inh: blocks human flap endonuclease 1. P39748. Recombinant FEN1 flap cleavage, fluorescence, 15 min. Potency, µM (highest dose often 114 µM), for inactives: top-dose activity change, negative = inhibition, actives largely listed as inhibitors. actives 0.35% (n = 390,000); also: nearly all actives have a fitted effect of over 65% in size
# Target sequence (P39748 whole entry, looked up): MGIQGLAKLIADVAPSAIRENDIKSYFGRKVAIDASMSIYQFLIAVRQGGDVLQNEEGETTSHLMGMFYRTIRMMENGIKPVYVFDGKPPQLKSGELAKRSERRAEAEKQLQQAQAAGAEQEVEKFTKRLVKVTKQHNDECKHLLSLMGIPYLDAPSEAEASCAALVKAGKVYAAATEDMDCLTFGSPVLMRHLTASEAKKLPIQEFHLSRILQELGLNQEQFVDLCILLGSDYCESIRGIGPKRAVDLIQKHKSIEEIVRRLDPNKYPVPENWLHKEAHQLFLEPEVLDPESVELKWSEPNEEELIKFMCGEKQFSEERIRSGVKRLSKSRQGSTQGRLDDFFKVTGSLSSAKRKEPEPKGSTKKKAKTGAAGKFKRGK
#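 Concentration–response screening of FEN1 (10 nM): 15 min compound preincubation at room temperature, reaction started with 50 nM substrate and read at 0 and 15 min. Corrected, normalized data were fitted by a four-parameter Hill equation.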
# N370S GC mod: inhibits or activates N370S mutant glucocerebrosidase; Potency, µM (series often up to 59.4 µM), without a hit: at the highest dose activity change, negative = inhibition, actives largely listed as inhibitors; N370S GC spleen homogenate, 4MU-glucoside fluorescence; actives 0.092% (n = 330,000); P04062; AID 2101;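 also: 0% = full enzyme activity and -100% = no enzyme basal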
# TDP1 block: blocks human tyrosyl-DNA phosphodiesterase 1; Q9NUW8; recombinant TDP1, AlphaScreen DNA substrate cleavage; Potency, µM (highest dose often 130 µM), without a hit: at the highest dose activity change, negative = inhibition, actives largely listed as inhibitors; actives 0.28% (n = 350,000); AID 485290; also: nearly all actives have a fitted effect of over 40% in size
# Target sequence (Q9NUW8 whole entry, looked up): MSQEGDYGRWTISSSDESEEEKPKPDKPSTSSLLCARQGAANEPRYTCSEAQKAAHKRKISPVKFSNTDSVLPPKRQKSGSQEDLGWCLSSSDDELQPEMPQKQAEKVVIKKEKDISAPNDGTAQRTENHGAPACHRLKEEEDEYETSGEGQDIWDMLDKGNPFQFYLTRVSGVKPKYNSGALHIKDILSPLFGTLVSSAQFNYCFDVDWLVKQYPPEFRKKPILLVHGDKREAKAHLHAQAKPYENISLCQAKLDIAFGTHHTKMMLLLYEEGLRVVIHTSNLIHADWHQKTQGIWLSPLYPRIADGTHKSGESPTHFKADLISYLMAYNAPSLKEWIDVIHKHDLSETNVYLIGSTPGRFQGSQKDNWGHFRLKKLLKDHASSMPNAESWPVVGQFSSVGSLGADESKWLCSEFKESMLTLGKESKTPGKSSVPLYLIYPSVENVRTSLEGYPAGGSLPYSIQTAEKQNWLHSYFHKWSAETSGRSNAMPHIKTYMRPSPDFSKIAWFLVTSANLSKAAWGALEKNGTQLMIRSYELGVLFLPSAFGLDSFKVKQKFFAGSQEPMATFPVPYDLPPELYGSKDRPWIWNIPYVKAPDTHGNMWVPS
#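 Enzyme-compound mixtures sat 15 min at room temperature, followed by a 5 min reaction with 15 nM final substrate and 10 min with AlphaScreen beads. Recombinant human Tdp1 was used at 1 nM final.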
# Active calls of the source: *; ? = inconclusive; · = not tested or not shown; & = joins results of further samples; [ ] = dose if it differs, or a comment. Calls follow the shape of the dose curve; as a rule, active = well fitted curve in the direction sought with a large enough effect; inconclusive = small, poorly fitted or top-dose-only effect, or another doubt; inactive = no such curve, though single readings can be large; an effect the other way counts as inactive or inconclusive. Unless noted, % is scaled to controls: 0 for no effect and ±100 for the full control effect; potency is read from the fitted curve at half-maximal effect. The order is random; 0.53% or so of the library scored in one or more.
canonical_smiles	FEN1 inh	N370S GC mod	TDP1 block
O=C(CC(O)(c1ccccc1)C(F)(F)C(F)F)c1cccs1 (stereo not drawn)	-1%	-15%	6%
COc1ccccc1NC(=O)Nc1nn(C)c2cccc(OC)c12	2%	?	6%
CC1(C)OC(=O)C(=NNc2ccc(Cl)cc2)C(=O)O1	6%	·	3%
CN(C(=O)COC(=O)c1cc(Br)c(Br)s1)C1CCS(=O)(=O)C1 (stereo not drawn)	-1%	5%	3%
COC(=O)c1ccc(N2CCOCC2)c(NC(=O)c2cccnc2)c1	7%	-3%	2%
O=C(Cc1coc2ccc3ccccc3c12)NCc1cccs1	-5%	-6%	0%
CN1C(=O)NC(c2ccccc2)C2=C1CN(CCc1ccccc1)C2=O (stereo not drawn)	10%	3%	5%
Cc1cc(S(=O)(=O)N2CCOCC2)ccc1OCC(=O)N1CCCC1	4%	-1%	11%
O=C1C2CCCN2C(=O)N1CCCCN1CCN(CCO)CC1 (stereo not drawn)	9%	15%	3%
COc1c(OC(C)=O)ccc(/C=C/c2ccc3cccc(OCc4ccccc4)c3n2)c1[N+](=O)[O-]	-6%	-8%	8%
Cc1c(NC(=O)c2cc(-c3ccc(Br)cc3)on2)c(=O)n(-c2ccccc2)n1C	-3%&-22%	-5%	3%
Cc1cccc(N(CC(=O)NCc2ccccc2)C(=O)Cn2nnc(-c3ccc(C)o3)n2)c1	-5%	24%	-3%
COc1ccc(-c2cccc(NC(=O)COc3ccc(Cl)cc3)c2)nn1	-3%	0%	0%
COc1ccc(CNC(=O)CN2C(=O)NC3(CCCCCCC3)C2=O)cc1	0%	·	1%
Cc1ccc(C(=O)N2CCCC(CCC(=O)NCc3ccc(F)c(F)c3)C2)cn1 (stereo not drawn)	19%	4%	·
CC(C)COC(=O)C(C#N)c1nc2ccccc2nc1N1CCN(Cc2ccccc2)CC1 (stereo not drawn)	-4%	-3%	3%
COc1ccc(CNC(=O)c2ccc(NC(=O)N3CCSc4ncccc43)cc2)cc1OC	-3%	·	0%
CN(C)c1ccc(CNC(=O)CCCn2ccc3cc(S(=O)(=O)N4CCCC4)ccc32)cc1	29%	·	11%
COc1ccc(/C=N/NC(=O)C2c3ccccc3-c3ccccc32)cc1	0%	4%	5%
Cc1cc(=O)[nH]c2ccc(S(=O)(=O)Nc3ccccc3)cc12	-16%	0%	5%
C[C@@H](/C=C\c1cccc(Oc2ccc(F)cc2)c1)N(O)C(N)=O	·	-13%	-13%
CCOc1ccc2oc(C(=O)N3CCN(c4ccccn4)CC3)c(C)c2c1	2%	1%	0%
O=C(Cc1ccc(Br)cc1)NC1CCN(Cc2ccccc2)CC1	0%	-3%	8%
COc1sc(SC)cc1/C=N/NC(=O)c1ccncc1	13%	-4%	8%
Cc1oc2ccc(O)c(CN3CCOCC3)c2c1C(=O)Nc1ccc(C(C)C)cc1	7%	·	4%
Cc1cccc2c1-c1sc(C(=O)NCc3ccc(Cl)cc3)cc1CO2	-6%	·	-1%
CN(C)CCCNC(=O)c1cc(C(=O)Cc2ccccc2)c[nH]1	22%	7%	-5%
CCCNC(=O)NC(=O)COC(=O)c1ccc(S(=O)(=O)N(C)c2ccccc2OC)cc1	-6%	0%	1%
O=S(=O)(c1ccccc1)c1ncc(C(F)(F)F)cc1O	-5%	-1%	2%
COC(=O)c1nnc(C(=O)N(C)Cc2ccccc2)c2[nH]c3ccccc3c12	·	12%	5%
CCN(c1ccccc1)S(=O)(=O)c1ccc(Cl)c(NC(=O)CNCc2ccccc2OC)c1	-17%	·	2%
Cc1ccc(C2=NS(=O)(=O)N(C)C(C(=O)NCc3ccccc3)=C2)cc1	-19%	-1%	·
O=C(NCC1CCCO1)C1CCCCN1S(=O)(=O)c1ccc(F)cc1 (stereo not drawn)	-4%	0%	0%
CN(C)c1ccc(/C=N/NC(=O)c2ccccc2O)o1	-10%	-5%	3%
COc1ccc(C2C=C(c3ccccc3)Nc3nc(NC(=O)/C=C/c4ccccc4)nn32)cc1 (stereo not drawn)	7%	·	6%
COc1ccccc1CNC(=O)c1cn(C)c2ccc(S(=O)(=O)N3CCC(C)CC3)cc2c1=O	21%	·	5%
COCCNc1nnc(SC(C)C(=O)Nc2c(C)n(C)n(-c3ccccc3)c2=O)s1 (stereo not drawn)	2%	3%	0%
COc1cc(OC)cc(C(=O)NCc2n[nH]c(=S)n2-c2ccccc2OC)c1	-11%	6%	-7%
COc1cc(C(=O)Oc2c(OC)cc(C(=S)N3CCOCC3)cc2OC)cc(OC)c1OC	13%	-6%	·
CC(C)(C)C(=O)/C=c1\[nH]c(=O)/c(=C\c2ccc(C#N)cc2)s1	-4%	-7%	3%

# One compound at a time, from the list above.
# COCCNc1nnc(SC(C)C(=O)Nc2c(C)n(C)n(-c3ccccc3)c2=O)s1 (stereo not drawn) reads FEN1 inh = 2%; N370S GC mod = 3%; TDP1 block = 0%
# CC(C)(C)C(=O)/C=c1\[nH]c(=O)/c(=C\c2ccc(C#N)cc2)s1 reads FEN1 inh = -4%; N370S GC mod = -7%; TDP1 block = 3%

# (more compounds)
canonical_smiles	FEN1 inh	N370S GC mod	TDP1 block
COc1cc(OC)cc(C(=O)N2CCN(C(=O)c3ccc(-c4ccccc4)cc3)CC2)c1	1%	0%	-8%
O=C(NCc1ccco1)c1ccc2c(c1)N(Cc1ccccc1F)C(=O)c1ccccc1S2(=O)=O	3%	·	3%
CCC(=O)N1CCc2cc(S(=O)(=O)NC(Cc3ccccc3)C(=O)NC3CCCCC3C)ccc21 (stereo not drawn)	0%	-27%	6%
O=C(CCNC(=O)c1ccccc1Cl)NCCCSc1ccccc1	2%	·	0%
COCCn1c(SCC(=O)Nc2cccc(NC(C)=O)c2)nc2c([nH]c3ccccc32)c1=O	-2%	0%	0%
O=S(=O)(Nc1ccccc1N1CCCCC1)c1ccc(Cl)s1	-17%	8%	2%
COc1ccc(OC)c(NC(=O)CN(c2ccc(C)cc2)S(=O)(=O)c2c(C)noc2C)c1	-17%	-4%	0%
COc1ccc(C2c3ccc4ccccc4c3Oc3ncn(CCN4CCOCC4)c(=N)c32)cc1OC (stereo not drawn)	-10%	?	5%&8%
CCc1c(C(=O)NCc2ccc3c(c2)OCO3)[nH]c(C)c1C(C)=O	-9%	-9%	6%
O=C(N1CCOCC1)N1CCN(c2ccccc2)CC1	8%	3%	1%
CCOC(=O)c1c(C)[nH]c(C)c1S(=O)(=O)NCC(=O)Nc1cccc(SC)c1	-1%	·	0%
COc1ccccc1N1CCN(c2cc(C)nc3nc(-c4ccc(C)cc4)nn23)CC1	-6%	·	5%
CCCNC(=O)c1ccc(Cn2c(=O)c3cccn3c3cccnc32)cc1	7%	·	0%
C#CCN(CC=C)C(=O)c1ccc2nc(C3CCCCC3)oc2c1	-4%	6%	·
CC(=O)c1cccc(CN2CCC(n3nccc3NC(=O)CCOc3ccccc3)CC2)c1	8%	-8%	5%
Fc1ccc(-c2csc(-c3ccccn3)n2)cc1F	5%	2%	-1%
O=c1oc2c(CN3CCCCC3)c(O)ccc2c2c1CCCC2	-2%	?	4%
CCOc1ccc(OC(=O)NC(c2ccccc2)C(Cl)(Cl)Cl)cc1 (stereo not drawn)	-1%	11%	2%
COc1ccccc1/C=N/NC(=O)C(=O)N1CCN(c2ccccc2OC)CC1	-1%	-7%	6%
Cc1ccc(SCC(CC(C)C)N2CCN(CCc3ccccc3)CCC2=O)cc1 (stereo not drawn)	-16%	-11%	16%
O=C(COC(=O)c1cc([N+](=O)[O-])ccc1N1CCOCC1)Nc1ccc(Cl)cc1	-14%	-3%	7%
O=C(CCC1CCCC1)Nc1ccccc1-c1ccccc1	-10%	8%	5%
Cc1cccnc1NC(=O)CNC(=O)c1ccccc1	-5%	·	-1%
COCCCN(CC(=O)Nc1ccc(F)cc1)S(=O)(=O)c1cccs1	5%	·	2%
CCOC(=O)c1nnn(CC(=O)Nc2cccc(F)c2)c1C(=O)OCC	-2%	-2%	4%
CC(C)CNC(=O)C1CCCN(C(=O)NCc2ccccc2)C1 (stereo not drawn)	0%	5%	0%
COc1ccc(NC(=O)c2ccccc2Oc2ccccc2)c(OC)c1	-6%	?	·
c1ccc(CC2CCN(c3nc4ccccc4n4cnnc34)CC2)cc1	-9%	?	6%
O=C(CCC(=O)N1CC2CCCN2c2ccccc21)NCc1ccccc1Cl (stereo not drawn)	1%	·	11%
C/C(=N\Nc1ccc(C#N)cc1[N+](=O)[O-])c1ccc(C)o1	4%	-16%	·
COc1ccc(-c2nn(-c3ccccc3)cc2C(=O)NC2CCCCC2C)cc1 (stereo not drawn)	2%	9%	1%[0.505 µM]
CCOC(=O)c1c(NC(=O)c2cc3nc(-c4ccc(OC)cc4)cc(C(F)(F)F)n3n2)sc2c1CCC(C)C2 (stereo not drawn)	-3%	·	0%
C=CCC[C@H](Cc1ccc(F)cc1)C(=O)O[C@H](CNC(=O)[C@@H](CC=C)CC(=O)N(CCO)Cc1ccccc1)c1ccccc1	?	·	0%
O=C(COc1ccc2ccccc2c1Br)Nn1cnnc1	7%	3%	9%
N#CC1(NC(=O)COC(=O)CN2C(=O)c3ccccc3C2=O)CCCCC1	11%	0%	-7%
COc1ccc(C2=Nn3c(nnc3-c3ccccc3Cl)SC2)cc1OC1CCOC1 (stereo not drawn)	0%	·	0%
COc1ccccc1OCC(=O)NC1CC(=O)N(c2ccc3c(c2)OCCO3)C1 (stereo not drawn)	-4%	·	3%
CCOC(=O)C1CCN(C(=O)Nc2ccc(Cl)cc2)CC1	6%	-6%	5%
CCc1ccccc1NC(=O)C1=CC(c2ccc3c(c2)OCO3)=NS(=O)(=O)N1C	-3%	·	-6%
CCOc1ccc(S(=O)(=O)c2cn(Cc3cc(C)ccc3C)c3ccc(OCC)cc3c2=O)cc1	-7%	·	6%
Nc1nonc1-n1nnc(C(=O)N/N=C/C2CC=CCC2)c1CSc1ccccc1 (stereo not drawn)	13%	-2%	·
O=C(CN1CCCCCC1)Nc1ccccc1Oc1ccccc1	-13%	5%	-3%
CCOC(=O)C1CCN(C(=S)NC(=O)c2cccs2)CC1	-10%	-9%	·
CCOc1ccc(CNS(=O)(=O)c2cc(-c3cc(C)no3)ccc2C)cc1OC	-4%	·	0%
Cn1c(Cn2nnc3ccccc32)nnc1SCC(=O)N1c2ccccc2CCc2ccccc21	-15%	12%	4%
Cc1ccc2oc3c(c(=O)c2c1)C(c1ccc(O)cc1)N(CCCN(C)C)C3=O (stereo not drawn)	14%	·	-1%
CN(C(=O)COc1ccccc1)c1nc(-c2ccc(F)cc2)cs1	-8%	-8%	5%
Cn1c(=O)c(C(=O)CCl)c(N)n(Cc2ccccc2)c1=O	-9%	14%	-1%
C/C(=N/OC(=O)c1ccc(Cl)cc1Cl)c1oc(C)nc1C	-1%	12%	6%
Cc1cc(C)c(C#N)c(SCC(=O)OC2CCCCC2)n1	-11%	5%	-2%

# An excerpt of these results, as labelled records:
Cc1ccc2oc3c(c(=O)c2c1)C(c1ccc(O)cc1)N(CCCN(C)C)C3=O (stereo not drawn)
- FEN1 inh: 14%
- N370S GC mod: ·
- TDP1 block: -1%

CN(C(=O)COc1ccccc1)c1nc(-c2ccc(F)cc2)cs1
- FEN1 inh: -8%
- N370S GC mod: -8%
- TDP1 block: 5%

Cn1c(=O)c(C(=O)CCl)c(N)n(Cc2ccccc2)c1=O
- FEN1 inh: -9%
- N370S GC mod: 14%
- TDP1 block: -1%

C/C(=N/OC(=O)c1ccc(Cl)cc1Cl)c1oc(C)nc1C
- FEN1 inh: -1%
- N370S GC mod: 12%
- TDP1 block: 6%

# Carrying on.
canonical_smiles	FEN1 inh	N370S GC mod	TDP1 block
COc1ccc(Cc2nnc(NS(C)(=O)=O)s2)cc1	15%	0%	10%
O=C(Nc1ccccc1)N(O)c1ccc(Cl)cc1	-3%	1%	0%
Cc1cccc2sc(NC(=O)[C@H](C)N3C(=O)C4CC=CCC4C3=O)nc12 (stereo partly drawn)	-13%	16%	1%
C/C(CC(=O)NC1CCCCC1)=N\NC(=O)COc1ccc(C)cc1Br	-2%	-9%	1%
CN1CCC(N(C)C(=O)CCc2nc3ccccc3n2-c2ccccc2)CC1	3%	-7%	1%
C=CCn1c(CNC(=O)c2ccco2)nnc1SCC(=O)Nc1cccc(F)c1	1%	7%	0%
O=S(=O)(NCc1ccc(F)cc1)c1ccc2[nH]c3c(c2c1)CCCC3	-1%	·	9%
O=C(COc1ccccc1)Nc1nc2ccccc2[nH]1	10%	-2%	3%
C=CCNC(=O)c1ccccc1CCc1ccccc1	5%	6%	-7%
Cc1noc(C)c1S(=O)(=O)Nc1ccccc1Oc1ccccc1	-10%	14%	6%
